# Growth percent in the NCI-60 one-dose screen (48 h, 10 µM unless noted): 100 = growth as untreated, 0 = no growth, -100 = all killed.
# HL-60(TB): HL-60(TB) leukemia cells; 78,000 compounds, 9% hits; AID 1794776; active = growth percent below 10
# * marks the source's active call; other numbers are inactive results; & = joins results of further samples; [ ] = remark or other dose. Only part of the results is shown. The share of hits here may be higher or lower than overall.
SMILES,HL-60(TB)
Cc1nnc(N)nc1C,116
CCOC(=O)C1=C(C)N=C2Sc3ccccc3N2C1c1cn(-c2ccccc2)nc1-c1ccc(F)cc1 (stereo unspecified),64
ClCCN(CCCl)c1nc(Cl)c(C2CC(c3ccc(Cl)cc3)=NN2c2ccccc2)s1 (stereo unspecified),101
COC(=O)CN1CC(=O)N2[C@@H](c3ccccc3)SC[C@H]2C1=O,98
O=C(Nc1nc(-c2ccc(Br)cc2)cs1)c1cc(-c2ccc(Br)cc2)nc2ccc(Cl)cc12,97
COc1ccc2c(CC(=O)O)cc(=O)oc2c1,99[100 µM]
CN(CCOc1ccc(C#N)cc1)CCOc1ccc(C#N)cc1,42
COc1ccc(C2CC(c3cccc(Nc4ccncc4)c3)=Nc3c(N)ncnc3N2)cc1 (stereo unspecified),76
CCOC(=O)/C=C\C(=O)NC(N)=O,75
Nc1cc(C(F)(F)F)ccc1Cl,54
[O-][n+]1onc(N/N=C/c2ccc(Br)cc2)c1-c1ccccc1,107
CC(C)(C)OC(=O)N1C/C(=C\c2ccccc2)C(=O)/C(=C/c2ccccc2)C1,100
CCOc1ccc(NC(=S)N/C=C(/C#N)C(N)=O)cc1,101
CCOc1ccccc1/C=C1\CCc2ccccc2C1=O,80
COc1ccccc1NC(=O)c1cccc(-c2cc(=O)c3c(OC)c(OC)c(OC)cc3o2)c1,90
O=C(Nc1c(Cl)cc(Cl)cc1Cl)ON=C1CCCCC1,101
CN1CCN(CCCOc2cccc3nc(Nc4cc(Cl)cc(Cl)c4)ccc23)CC1,56
NS(=O)(=O)c1ccc(N2N=C(c3ccc(NC(=S)Nc4ccccc4)cc3)CC2c2ccc(Br)cc2)cc1 (stereo unspecified),47
OCc1nc2ccc(Cl)cc2[nH]1,70
O=C(O)c1ccc(C(=O)O)cc1,102
Cn1cc(S(=O)(=O)NC2=CN3CC=CC3CC2=O)cn1 (stereo unspecified),100
CC1(C)C(=NNC(N)=O)C(C)(C)C1=NNC(N)=O,110
Cc1cccc(CNc2nc(N)nc3[nH]c4ccc(O)cc4c23)c1,89
COc1cc(CSc2nc3ccc(C)cc3c(=O)n2-c2ccccc2)cc(OC)c1OC,12
NC(=O)C(O)Cc1nonc1-c1ccccc1 (stereo unspecified),109
C/C(=N\NC(=O)Cn1c(C(C)C)nc2ccccc21)c1ccc(Br)cc1,89
O=C1C2=C(C(=O)c3ccccc31)C(CCc1ccccc1)c1sc(=O)[nH]c1S2 (stereo unspecified),72
CCOC(=O)CNP(=O)(OC[C@H](Cc1ccccc1)NC(=O)c1cc2ccccc2s1)Oc1ccccc1 (stereo partly specified),104
CN1N=C(c2ccc(Cl)cc2)CC2(CCCC2)C1=O,78
ClCCN(CCCl)c1ccc(-n2cnc3c(Cl)ncnc32)cc1,-9.7*

# Pulled by compound from the entries so far (3):
SMILES,HL-60(TB)
O=C1C2=C(C(=O)c3ccccc31)C(CCc1ccccc1)c1sc(=O)[nH]c1S2 (stereo unspecified),72
CN1CCN(CCCOc2cccc3nc(Nc4cc(Cl)cc(Cl)c4)ccc23)CC1,56
Cc1cccc(CNc2nc(N)nc3[nH]c4ccc(O)cc4c23)c1,89

# Remaining list, next part
SMILES,HL-60(TB)
CN1CCN(c2ccc3c(c2)nc(NNC(=O)c2cnccn2)c2cccn23)CC1,-9.3*
CN1C(=O)[C@]23SSC1(C)C(=O)N2[C@H]1Nc2ccccc2C1([C@@]12c4ccccc4N[C@@H]1N1C(=O)C4(C)SS[C@]1(C(=O)N4C)[C@H]2O)[C@@H]3O (stereo partly specified),-19*
CC(C)(C)OC(=O)CCC(NC(=O)OCC1c2ccccc2-c2ccccc21)C(=O)NC(Cc1c[nH]c2ccccc12)C(=O)NC(CCCCNC(=O)OC(C)(C)C)C(=O)N1CCCC1C(=O)NCC(N)=O (stereo unspecified),102
CCOC(=O)c1c(C)[nH]c(CO)c1C,97
Cc1nn(-c2ccccc2)c(Oc2ccccc2)c1-c1nc2ccccc2[nH]1,111
C=CCN1C(=S)N(/N=C/C=C/CCC)[C@]23C(=O)c4ccccc4[C@]12OC(N)=C3C#N,99
C=CCc1c(C)cc(C)cc1N1C(=O)CN(Cc2ccccc2)C(=O)C1c1ccccc1 (stereo unspecified),80
O=C1c2cc(Cl)ccc2Oc2cc([N+](=O)[O-])ccc2N1c1ccc(Br)cc1F,76
C[C@@H]1CC[C@@]2(C)C(C(=O)O)=CC=C[C@@H]2[C@@]1(C)CC(=O)c1ccoc1,107
c1cncc(-c2ccc(C3CC3)s2)c1,101
Cc1c(-c2ccccc2)nc(NCc2ccco2)c(C#N)c1C#N,112
O=C(COc1ccc(C(=O)c2ccccc2)cc1)Nc1cccc(CO)c1,74
CCn1c(Sc2nnc(/N=C3\NC(=O)/C(=C/c4ccc(OC)cc4)S3)s2)nc2c1c(=O)n(C)c(=O)n2C,111
COc1cc2c(cc1OC)[C@@]13CCN4CC5=CCOC6CC(=O)N2C1[C@H]6[C@H]5C[C@H]43 (stereo partly specified),98
COC(=O)[C@H]1Cc2c([nH]c3ccccc23)[C@H](c2ccc3c(c2)OCO3)N1,99
CC(=O)Nc1ccc(-c2nc(N3CCOCC3)c3c4c(sc3n2)CCCC4)cc1,71
Cc1ccc[n+](CC(=O)c2ccc([N+](=O)[O-])cc2)c1,101
CCOC(=O)c1c2c(n3ccccc13)C(=O)c1ncccc1C2=O,-29*
C=C(C)[C@@H]1CC[C@]2(C(=O)O)CC[C@]3(C)[C@H](CC[C@@H]4[C@@]5(C)CCC(NC(=O)c6cccc(OC(C)=O)c6OC(C)=O)C(C)(C)[C@@H]5CC[C@]43C)[C@@H]12 (stereo partly specified),-13*
CCCNC(=O)Oc1ccc(/C(=C(\C)c2ccccc2)c2ccc(OCCN(CC)CC)cc2)cc1,68
CC1CCCN(C(=O)Nc2ccc([N+](=O)[O-])cc2)C1 (stereo unspecified),100
C=CCCCCCCCCCOC(=O)c1nn(C(C)=O)c2cc3c(cc12)OCO3,102
CSc1nc2cc(Oc3cccc(Cl)c3Cl)c(Cl)cc2[nH]1,87
CC(C)c1nc2ccccc2n1S(=O)(=O)c1ccccc1,87
CN(C)[C@@H]1C(=O)C(C(=O)NCc2nc3[nH]cnc(=S)c3[nH]2)=C(O)[C@@]2(O)C(=O)C3=C(O)c4c(O)cccc4[C@@](C)(O)[C@H]3C[C@@H]12,4.1*
Cc1ccc(C(c2c(O)c3cc(Br)ccc3[nH]c2=O)c2c(O)c3cc(Br)ccc3[nH]c2=O)cc1,92
CCOC(=O)C(Cc1ccc(C)cc1)(NC=O)C(=O)OCC,104
COc1ccc(C=Nc2ccccc2)c(OC)c1,92
C=CCc1c2c(c(OC)c3ccoc13)C(=O)/C(=C/c1ccccc1)O2,92
CCOC(=O)C(Cc1ccc(O)cc1)NC(=O)C(CCCCN)N(C(=O)OCc1ccccc1)C(=O)OCc1ccccc1 (stereo unspecified),114
CCS(=O)(=O)c1nc(NC)c2ccsc2n1,99
COc1ccc(CCCC(=O)O)cc1,112
Cc1ccc(Nc2nc(Nc3cnc4ccccc4c3)c3[nH]cnc3n2)cc1,99
Oc1ccccc1-c1nc2c3ccccc3c3ccccc3c2[nH]1,97&102
CC(=O)Nc1c(Cl)cc2c(c1Cl)C(=O)c1ccccc1-2,103
O=C(CCc1nnc2sc(CCCl)nn12)c1nc2ccccc2[nH]1,105
CS(=O)(=O)c1ccc(/C(=N\NC(N)=S)c2ccccc2)cc1,102
Nc1nc(N)nc(-c2cccc(Br)c2)n1,107
COc1ccc2cc(C(C)NC(=O)Nc3ccc(S(=O)(=O)N=C(N)N)cc3)ccc2c1 (stereo unspecified),122
COc1ccc2c(c1OC)C(=O)OC2C1c2c(c(COC(=O)C(Cc3c[nH]c4ccccc34)NC(=O)OC(C)(C)C)c3c(c2OC)OCO3)CCN1C (stereo unspecified),97
CCOc1ccc([C@@H]2[C@@H](Oc3ccccc3)C(=O)N2c2cc(OC)c(OC)c(OC)c2)cc1,-36*
NNC(=O)C(CO)c1ccccc1 (stereo unspecified),97
c1csc(CSc2ncnc3nc[nH]c23)c1,94
COc1ccc(CC(=O)n2cccc2)cc1,103
OC1(c2ccccc2)CCN(c2ccc3nnc(Cl)n3n2)CC1,102

# Molecules listed so far that have fluorine (3):
SMILES,HL-60(TB)
CCOC(=O)C1=C(C)N=C2Sc3ccccc3N2C1c1cn(-c2ccccc2)nc1-c1ccc(F)cc1 (stereo unspecified),64
Nc1cc(C(F)(F)F)ccc1Cl,54
O=C1c2cc(Cl)ccc2Oc2cc([N+](=O)[O-])ccc2N1c1ccc(Br)cc1F,76

# Further compounds:
SMILES,HL-60(TB)
O=C(O)c1ccccc1Nc1ccc2nnc(-c3ccncc3)n2n1,84
COC(=O)c1cc(Cl)c(C(=O)OC)cc1Cl,100
Cc1cccc(C)c1OC(=O)c1ccccc1,112
CC(C)(C)c1ccc(C(C)(C)OO)cc1,84
Nc1ccc(-c2csc(N/N=C/c3nc4ccccc4n3C3CC3)n2)cc1,86
CC1(C)CC[C@]2(C(=O)N3CCOCC3)CC[C@]3(C)C(=CC[C@@H]4[C@@]5(C)CC[C@H](OC(=O)c6cccnc6)C(C)(C)[C@@H]5CC[C@]43C)[C@@H]2C1,45
CC(=O)Oc1ccccc1C(=O)Oc1ccc(C(C)=O)cc1,101
C=C(C)[C@@H]1CC[C@]2(C)[C@H](CCN[C@H]3[C@@H]4CC(C)(C)CC[C@]4(CO)CC[C@]32C)[C@@]1(C)CCCN,84
COc1ccc(/C(C)=N/NC(=O)CSc2nc3ccccc3c(=O)n2CCc2ccc(S(N)(=O)=O)cc2)cc1OC,95
COc1ccc(C2=NNC(c3cc(Cc4ccc(O)c(C5CC(c6ccc(OC)cc6)=NN5)c4)ccc3O)C2)cc1 (stereo unspecified),17
CCCCOc1nc2cc(Cl)ccc2cc1/C=C/C(=O)/C=C1/CC(c2cc3ccc(Cl)cc3nc2OCCCC)Nc2ccccc2N1 (stereo unspecified),100
CC(C)CC(CC(C)C)=NNc1ccc([N+](=O)[O-])cc1[N+](=O)[O-],102
N#Cc1ccc(S(N)(=O)=O)cc1,68
CC1(C)C=C(C(=O)ON2C(=O)CCC2=O)C(C)(C)N1O,92
Nc1cccc(-c2nc3sccn3c2-c2ccnc(NCCCNS(=O)(=O)c3ccc(Br)cc3)n2)c1,98
CC1(C)c2[nH]c3ccccc3c2C[C@]2(C)[C@H]3C(=O)C=C4[C@@H]5C[C@@](C)(C(N)=O)CC[C@]5(C)CC[C@@]4(C)[C@]3(C)CC[C@@H]12,60
O=C(Cn1cnc2c(cc(-c3ccccc3)n2-c2ccncc2)c1=O)Nc1ccccc1,114
O=S(=O)(NC1c2ccccc2Oc2ccccc21)c1ccc(Cl)cc1,78
CCCCN(CCCC)c1cc(OCC)ccc1OCC,104
COc1ccc2c(c1)c(-c1csc(-c3ccc4ccccc4c3)n1)cn2S(=O)(=O)c1ccccc1,109
CCc1ccc(C(Nc2ccc3nc4n(c(=O)c3c2)CCC4)C(=O)O)cc1 (stereo unspecified),101
O=C(N[C@H](Cc1cnc[nH]1)C(=O)O)C(=O)c1cn(Cc2cn(-c3ccccc3)nn2)c2ccccc12,102
Nc1nc2c(c(=O)[nH]1)CN(CCCN1CCN(CCCN3CNc4nc(N)[nH]c(=O)c4C3)CC1)CN2,106
CC1=C(CCCOC(=O)CN)C2=C(C)C3(CC3)[C@@](C)(O)C(=O)C2=C1,75
CSC(=N\N=C\c1ccc(N(C)C)cc1)/N=C/N(C)C,105
CC(C)[C@@H](C)/C=C/[C@@H](C)[C@H]1CC[C@H]2C3=C[C@@H](O)[C@@]4(O)C[C@@H](O)CC[C@]4(C)[C@@]3(O)CC[C@]12C,102
CN(c1ccc(C2=NCCN2)cc1)S(=O)(=O)c1cccc2c(S(=O)(=O)N(C)c3ccc(C4=NCCN4)cc3)cccc12,96
O=C(Nc1ccc(F)cc1)Nc1ccc(-c2cc(C(=O)Nc3ccccn3)c3ncccc3n2)cc1,98
COC(=O)C(Br)C(O)c1ccccc1 (stereo unspecified),108
Nc1cccc(-c2nc3sccn3c2-c2ccnc(NCCCNS(=O)(=O)c3ccc(C(F)(F)F)cc3)n2)c1,-19*

# An excerpt from above in order of length of the SMILES, rising.
SMILES,HL-60(TB)
COC(=O)C(Br)C(O)c1ccccc1 (stereo unspecified),108
CSC(=N\N=C\c1ccc(N(C)C)cc1)/N=C/N(C)C,105
CN(c1ccc(C2=NCCN2)cc1)S(=O)(=O)c1cccc2c(S(=O)(=O)N(C)c3ccc(C4=NCCN4)cc3)cccc12,96
CC(C)[C@@H](C)/C=C/[C@@H](C)[C@H]1CC[C@H]2C3=C[C@@H](O)[C@@]4(O)C[C@@H](O)CC[C@]4(C)[C@@]3(O)CC[C@]12C,102
CC1(C)c2[nH]c3ccccc3c2C[C@]2(C)[C@H]3C(=O)C=C4[C@@H]5C[C@@](C)(C(N)=O)CC[C@]5(C)CC[C@@]4(C)[C@]3(C)CC[C@@H]12,60

# Next part:
SMILES,HL-60(TB)
Fc1ccc(COc2ccc(Nc3ncnc4onc(-c5ccccc5)c34)cc2)cc1,94
NC(Cc1ccc(N(CCCl)Cc2ccccc2)cc1)C(=O)O (stereo unspecified),112
Cc1c2cnccc2c(C)c2c1c1cc(CO)ccc1n2C,-20*
CC(=O)OCCOCCOC(C)=O,102
CN1CCCCC1CCN1C(=O)c2ccccc2C1=O (stereo unspecified),49
COc1cc2ncn3c(=O)c4c5c(sc4nc3c2cc1OC)CCCCC5,100
N#Cc1cnc(C(N)=O)s1,104
CCOC(=O)/C=C/COC(=O)[C@H](C)NC(=O)[C@@H]1CCCN1C(=O)CNC(=O)C(C)(C)C,102
Cc1ccc(/C=N\N=C\c2ccc(C)cc2)cc1,100
O=C(O)C1CN(c2cccc(Cl)c2)N(c2cccc(Cl)c2)C1=O (stereo unspecified),95
CC1CN(C(=O)Nc2c(C(C)C)cccc2C(C)C)CC(C)O1 (stereo unspecified),114
